MOR-DOR ag: OPRM1-OPRD1 heterodimerization agonism | activation, % at 9.3 µM | 340,000 compounds, 0.3% hits | AID 504326 | cells, luminescence | P35372+P41143; in the data active = activation above about 18%;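 also: 0% = vehicle-treated cells and 100% = reference agonist; values of inactives mirror those of a sister screen read the other way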
Target sequence (P35372 whole entry, looked up): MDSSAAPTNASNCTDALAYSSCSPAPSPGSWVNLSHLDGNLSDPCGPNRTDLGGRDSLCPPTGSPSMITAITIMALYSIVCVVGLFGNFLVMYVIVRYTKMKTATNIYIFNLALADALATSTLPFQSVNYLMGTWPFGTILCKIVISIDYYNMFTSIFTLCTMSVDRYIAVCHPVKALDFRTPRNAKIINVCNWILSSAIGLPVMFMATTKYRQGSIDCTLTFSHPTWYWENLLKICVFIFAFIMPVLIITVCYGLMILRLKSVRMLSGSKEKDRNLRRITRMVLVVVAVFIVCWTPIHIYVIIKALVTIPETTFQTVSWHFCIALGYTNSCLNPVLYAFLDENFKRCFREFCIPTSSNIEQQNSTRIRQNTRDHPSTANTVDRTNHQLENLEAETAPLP
Target sequence (P41143 whole entry, looked up): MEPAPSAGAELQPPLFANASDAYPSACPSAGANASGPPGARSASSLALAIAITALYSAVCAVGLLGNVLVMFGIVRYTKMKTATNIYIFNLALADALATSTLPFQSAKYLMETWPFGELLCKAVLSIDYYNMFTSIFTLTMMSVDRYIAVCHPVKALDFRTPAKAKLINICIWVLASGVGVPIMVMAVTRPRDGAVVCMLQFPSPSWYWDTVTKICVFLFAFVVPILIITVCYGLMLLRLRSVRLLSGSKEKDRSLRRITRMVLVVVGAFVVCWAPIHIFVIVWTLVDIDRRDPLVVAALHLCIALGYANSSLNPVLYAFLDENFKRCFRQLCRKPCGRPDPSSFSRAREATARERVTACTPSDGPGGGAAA
PKA-R1A activ: activates the PKA-R1A holoenzyme complex | P00514+P68181 | PKA-R1A dissociation, Cy5-IP20 fluorescence polarization; scaled: DMSO 0%, 113 µM cGMP 100% | activation, % at 11.4 µM | 340,000 compounds, 0.083% hits;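 active = percent activation above the mean of all tested compounds plus 3 SD, cut at about 19% in these data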;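 also: higher means more PKAc released from R1A so a rise in polarization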
PfHsp90 set2: reduces growth (ATP signal) of yeast expressing P. falciparum Hsp90 | AID 504621 | S. cerevisiae expressing PfHsp90, BacTiter-Glo ATP, 48 h; yeast lacking PDR1 and PDR3 efflux regulators | inhibition, % at 9.4 µM | 310,000 compounds, 0.32% hits;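 active = every replicate shows inhibition above about 80%, whatever the replicate mean, limit read from the data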;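 also: 0% = DMSO neutral controls and 100% = 20 µM radicicol positive controls; yeast relying on Plasmodium falciparum Hsp90 in place of its own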
Tat transport: E. coli Tat transport inhibition. E. coli MC4100 TorA-mCherry Tat export, fluorescence. inhibition, % at 10 µM. 340,000 compounds, 0.036% hits;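 active = mean replicate inhibition at least 50% and at least half of replicates individually reaching 50%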;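 also: exported cargo escapes ClpAP degradation while cytoplasmic cargo is degraded and loses fluorescence; 0% = median of neutral control wells and 100% = median of NaSCN control wells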
Pemphigus Ab inh: human desmoglein-3 autoantibody binding inhibition; DSG3-coupled beads, scFv-anti-DSG3-GFP binding, flow cytometry; active compounds read low; binding (percent of control), % at 10 µM; P32926; 310,000 compounds, 0.48% hits; AID 588358;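 active = binding more than 3 SD below its plate's average and above zero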;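 also: hits lower antibody fragment binding to DSG3; some compounds called inactive have numbers as strong as hits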
AddAB inh: less growth of phage-infected E. coli with AddAB; E. coli expressing H. pylori AddAB, absorbance growth; inhibition, % at 11.9 µM; 330,000 compounds, 0.29% hits; AID 435030; in the data active = inhibition above about 12%;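 also: 0% = vehicle wells of infected cells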
Arrestin-AP2 inh: human beta-arrestin and AP2 interaction inhibition; 340,000 compounds, 0.31% hits; inhibition, % at 10 µM; FITC-arrestin peptide / GST-AP2 beads, flow cytometry; AP2 beta2 appendage carries R879A mutation;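 active = inhibition above a set limit, near 3 SD of compounds lacking own fluorescence, cut at about 54% in these data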;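 also: plate controls were DMSO wells for no effect and 5 µM unlabelled arrestin peptide for full effect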
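System: GST-tagged AP2 beta2-adaptin appendage (R879A) on 4 µm glutathione beads / Reagent: FITC-arrestin peptide, 50 nM / Detection: HyperCyt-sampled flow cytometry, FL1 channel, ex 488/em 535 nm / Timing: 12 min plus 1 h, RT / Buffer or medium: PBS plus Tween 20 (0.05%) and BSA (0.1%)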
Mot1-301 SUMO: blocks SUMOylation pathway, rescuing yeast Mot1-301 growth | growth rescue, % at 18.8 µM | S. cerevisiae Mot1-301 growth rescue, ATP luminescence, 38.5C; percent above DMSO median, 100 means doubled | 320,000 compounds, 1% hits | AID 2716;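 active = every valid replicate shows activation above 250% relative to neutral control wells; inactive = the rest, any valid replicate at or below 250%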;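 also: OY570 slx delta 5 strain wells were the positive control but not used for scaling; some compounds called inactive have numbers as strong as hits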
Ecoli viability: bacterial growth inhibition, counter-screen for AddAB inhibitors; E. coli V3065 growth, OD600 absorbance, 18 h; inhibition, % at 11.9 µM; 330,000 compounds, 0.27% hits; AID 449728;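 active = inhibition above the campaign's mean inhibition across all tested compounds plus 3 SD, cut at about 9.9% in these data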;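 also: uninfected addAB+ strain grown without phage in ampicillin broth; 0% = DMSO wells and 100% = ciprofloxacin 0.95 µg/ml wells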
phage Ecoli inh: E. coli growth loss with phage present; growth absorbance; inhibition, % at 11.9 µM; 360,000 compounds, 0.26% hits; AID 651602; in the data active = inhibition above about 11%
OPRM1-OPRD1 inv: inverse agonist of human OPRM1-OPRD1 heterodimerization | cell-based MOR-DOR heterodimer luminescence, inverse agonism | 340,000 compounds, 0.21% hits | inhibition, % at 9.3 µM; in the data active = inhibition above about 22%, passing the limit was not always enough;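 also: 0% = cells with DMSO and 100% = wells without cells with DMSO; values of inactives mirror those of a sister screen read the other way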
* hit, by the source's call; . = no result given. The order is random; overall some 2.8% were active at least once.

Values run as follows: MOR-DOR ag | PKA-R1A activ | PfHsp90 set2 | Tat transport | Pemphigus Ab inh | AddAB inh | Arrestin-AP2 inh | Mot1-301 SUMO | Ecoli viability | phage Ecoli inh | OPRM1-OPRD1 inv
- O=C(CN1CCN(Cc2ccccc2)CC1)NNC(=O)c1ccc(Cl)cc1
→ -3.0 | 3 | -14 | -8 | 102 | -1.2 | -4 | -12 | -0.1 | 2.4 | 16
- CS(=O)(=O)n1nc(-c2ccc(Cl)cc2)nc1N
→ -0.8 | -9 | -14 | 4 | 101 | -0.9 | -7 | -11 | -1.7 | 2.0 | 4
- COc1ccc(N2C(=O)NC3CC2(C)Oc2ccc(Br)cc23)cc1OC (stereo unspecified)
→ -2.2 | 0 | 12 | -5 | . | 2.8 | -7 | -3 | -0.2 | 2.3 | 9
- O=C(c1cccc(Cl)c1)N1CCCc2ccccc21
→ -0.8 | 0 | -11 | -6 | 93 | 1.0 | -9 | 12 | 2.2 | 1.5 | 4
- CCn1c(CNC(=O)c2ccco2)nnc1SCC(=O)Nc1cc(C(F)(F)F)ccc1Cl
→ 0.6 | 1 | . | 3 | 103 | 0.0 | 5 | -23 | -0.5 | 2.2 | -3
- CCC(C)N(CC(=O)Nc1cccc(C)c1C)C(=O)CCl (stereo unspecified)
→ -1.8 | 7 | -9 | 10 | 100 | 0.5 | -17 | 129 | -1.9 | . | 8
- Cc1ccccc1NC(=O)c1cccc(NC(=O)c2c(C(=O)O)cccc2[N+](=O)[O-])c1
→ -3.1 | 0 | 9 | 1 | . | -1.0 | -8 | -12 | -0.3 | 0.8 | 15
- Cc1cccc(C)c1NC(=O)CN(C)C(=O)c1ccc(N2C(=O)CCC2=O)cc1
→ -1.0 | 3 | 0 | -3 | 105 | 1.8 | 20 | -11 | 0.8 | 1.6 | 7
- CN(C)c1ccc(/C=N/OC(=O)Nc2ccccc2)cc1
→ -2.6 | -15 | 20 | -16 | 100 | -1.2 | -7 | -4 | 0.0 | -1.3 | 12
- C/C(=N\NC(=O)c1cccc(Cl)c1)C1C(=O)c2ccccc2C1=O
→ -0.3 | -7 | 16 | 1 | 102 | 7.1 | 40 | -3 | -0.1 | 4.4 | 2
- O=C(Nc1ncccn1)C1CCCN1S(=O)(=O)c1ccc(Cl)c(Cl)c1 (stereo unspecified)
→ -1.2 | -2 | 5 | 3 | 95 | 1.4 | 5 | 10 | -1.4 | 2.8 | 7
- CCOC(=O)c1cc(NC(=O)OC)c(C)nc1C
→ -2.1 | 1 | -1 | -4 | 101 | -5.0 | 18 | . | -1.1 | 1.6 | 12
- COc1ccccc1C(=O)N/C(=C/c1ccco1)C(=O)Nc1cccc(C(=O)O)c1
→ -0.9 | 10 | 1 | -2 | . | -0.6 | 21 | 1 | -0.7 | 0.2 | 6
- C/C(=N/NC(=O)c1ccccc1)C(=O)O
→ -1.3 | -3 | -2 | 15 | 100 | -0.3 | 6 | -14 | -1.6 | 1.2 | 7
- Cc1ccc(N(C(=O)CS(=O)CC(=O)Nc2ccc(F)cc2)C(C)C(=O)NC(C)(C)C)cc1 (stereo unspecified)
→ 2.9 | 1 | -1 | 1 | 131 | 4.7 | 1 | -11 | 3.1 | -1.1 | -24
- O=C(Nc1ccc2nc(-c3ccco3)[nH]c2c1)c1cccs1
→ 1.0 | -2 | -6 | 8 | 100 | 0.7 | 13 | 5 | -0.7 | 1.6 | -5
- CC(C)(C)OC(=O)N[C@@H](Cc1ccccc1)C(=O)N1CCC(C(=O)O)CC1
→ -2.3 | 7 | 1 | 5 | 109 | -1.5 | 5 | -7 | 1.7 | 2.4 | 13
- COc1cc2sc(C)nc2c2sccc12
→ 5.5 | -1 | -10 | 2 | 103 | 0.0 | 13 | -14 | -2.0 | 2.7 | -33
- Cc1c(Cl)cccc1NC(=O)CC1Sc2ccccc2NC1=O (stereo unspecified)
→ -1.4 | -5 | 2 | -4 | 93 | -0.9 | 22 | 12 | -3.6 | 1.7 | 8
- NC(=O)CSc1ccc(Br)cc1
→ -1.3 | -3 | . | 0 | 96 | 3.9 | -2 | -4 | -1.7 | 0.5 | 8
- Cn1c(=O)c2c(nc(NCCNC(=O)c3ccco3)n2Cc2ccccc2Cl)n(C)c1=O
→ -0.9 | -9 | . | 2 | . | 3.5 | 3 | 1 | -1.4 | 0.3 | 6
- CCOc1cccc(/C=N/Nc2ccc(S(=O)(=O)N(CC)CC)cn2)c1O
→ 12 | 5 | -11 | -5 | . | 12 | 17 | -11 | 12* | 13* | -57
- O=[N+]([O-])c1cc(C(F)(F)F)ccc1Cl
→ -2.7 | 8 | -13 | 6 | 103 | 0.8 | 2 | -11 | -1.6 | 2.1 | 14
- CN(C)CCOCCP(=O)(c1ccccc1)c1ccccc1
→ -1.8 | -4 | -4 | -3 | 98 | 0.2 | 4 | 4 | -1.0 | -0.6 | 9
- CC(=O)N1CCN=C1SCc1ccc(Cl)cc1
→ 0.1 | -1 | -6 | -3 | 104 | 2.0 | 1 | -11 | -0.6 | 1.5 | 0
- C/C(=N/OC(=O)c1ccc(C)cc1)c1cccs1
→ -1.6 | -12 | 49 | 1 | 109 | 6.6 | -2 | -64 | 2.7 | 0.6 | 7
- CCCOc1ccc(C(=O)Nc2cccnc2)cc1
→ 0.2 | 9 | -3 | -2 | 118 | 0.8 | 14 | 9 | 2.2 | 0.3 | -1
- CC(C)N(Cc1ccccc1)C(=O)COC(=O)c1ccc(S(=O)(=O)N2CCOCC2)cc1
→ 3.2 | 2 | -8 | 1 | 97 | 3.1 | 7 | -15 | 2.1 | 4.2 | -16
- CCCCCCN1CC(=O)N2Cc3[nH]c4ccccc4c3C[C@H]2C1=O
→ 4.4 | -5 | 21 | -1 | 101 | 1.7 | 5 | -7 | 0.0 | -0.9 | -20
- COc1ccc(OC)c(Nc2ccc(Nc3cc(OC)ccc3OC)nn2)c1
→ -0.9 | 2 | -7 | 3 | 108 | 0.0 | 12 | 3 | 0.1 | 0.6 | 5
- Cc1nn(-c2cc(C)c3ccccc3n2)c2c1C1C(C2)C1(C)C (stereo unspecified)
→ 1.3 | 1 | -18 | 9 | 95 | 4.2 | 0 | -5 | 0.6 | -2.0 | -8
- CSc1nc(=O)n2cccc(C)c2n1
→ -2.9 | -4 | -10 | -1 | 100 | 1.8 | -4 | -21 | 0.6 | 2.0 | 16
- Cc1nn(-c2ccccc2)c(-c2ccccc2[N+](=O)[O-])c1C(=O)O
→ . | . | -4 | -2 | 95 | 1.3 | 7 | 294* | 0.6 | -1.3 | .
- CCCCn1c(SCC(=O)Nc2cc(C)on2)nnc1-c1ccncc1
→ 1.1 | 8 | -19 | -5 | 129 | 2.9 | 9 | 47 | -0.9 | 1.4 | -9
- Cc1cccc2cc(-c3nc4c(C)cccn4c3NCc3ccco3)c(=O)[nH]c12
→ 1.0 | 0 | 12 | -1 | . | -1.6 | -3 | 13 | -0.9 | 2.8 | -6
- Cc1ccc(NC(=O)CCNS(=O)(=O)c2ccc(Br)s2)cc1
→ 2.9 | 13 | -14 | 4 | . | 9.7 | 1 | 15 | 4.8 | 4.9 | -18
- CCOC(=O)C1=C(COC(=O)CCc2ccc(CC)cc2)NC(=O)NC1C (stereo unspecified)
→ 2.1 | 6 | 1 | 4 | 110 | -1.1 | -8 | 4 | 0.7 | -0.1 | -9
- CSc1ccccc1NC(=O)CN(c1cccc(C)c1)S(C)(=O)=O
→ -1.3 | 7 | -21 | 4 | 106 | -0.6 | -18 | -6 | -2.4 | 1.6 | 7
- CCCCn1c(N)c(N(CC(C)C)C(=O)COC(=O)Cc2c(C)nc3ccccc3c2C)c(=O)[nH]c1=O
→ 1.1 | -8 | -45 | -3 | 112 | 1.4 | -5 | -8 | 0.2 | 2.5 | -4
- Cc1ccc(C(CC(=O)NCc2ccco2)c2ccccc2)c(O)c1 (stereo unspecified)
→ 4.4 | -4 | . | 21 | 103 | 1.6 | -2 | 0 | -0.5 | 3.0 | -22
- CCCn1c(-c2cccs2)nc2c1c(=O)[nH]c(=O)n2Cc1ccccc1
→ 4.5 | 6 | -50 | -1 | . | 2.3 | 9 | 1 | -1.6 | 0.3 | -22
- Cc1cc2c(c(=O)n1Cc1ccco1)C(c1cccnc1)C(C#N)=C(N)O2 (stereo unspecified)
→ -0.5 | 0 | 3 | -9 | . | 0.7 | 10 | -10 | 0.2 | 2.4 | 2
- CCC(OC(=O)c1ccco1)C(=O)NCc1ccco1 (stereo unspecified)
→ -2.1 | 5 | -3 | -7 | 92 | 3.6 | 5 | 8 | 0.4 | 3.7 | 11
- C=CCOc1cc(OC)c(OC)c(OC)c1
→ -1.8 | 6 | 8 | -5 | 104 | 1.4 | 13 | 26 | 0.6 | -0.9 | 9
- O=c1[nH]ncc(N/N=C/c2ccccc2)c1Cl
→ 7.6 | -3 | 5 | 9 | 104 | 2.6 | 10 | . | -0.8 | 2.4 | -40
- COc1ccc(Cc2noc(CN3CCN(c4ccc(Cl)cn4)CC3)n2)cc1OC
→ -0.1 | 0 | . | -1 | 110 | -0.2 | -8 | -6 | 2.0 | 1.9 | 0
- OCC[C@H]1NCc2cc(CO)cc(-c3ccccc3)c21
→ 2.1 | -10 | 3 | -1 | 113 | . | 9 | . | . | 1.9 | -10
- Cc1c(C(=O)NC(=S)Nc2cccnc2)cccc1[N+](=O)[O-]
→ -6.5 | -3 | -6 | -3 | 106 | 2.0 | -23 | -6 | 1.3 | 0.5 | 35*
- Cc1nc2c(C#N)cnn2c2c1CCNN2C
→ 0.6 | 7 | -20 | -13 | . | 1.0 | -9 | 5 | 1.1 | 0.5 | -3
- Cn1c(SCC(=O)c2cccs2)nnc1-c1ccco1
→ -0.8 | -2 | . | -8 | 102 | 1.8 | 6 | -8 | 1.1 | 2.8 | 4
- O=C(Nc1ncc([N+](=O)[O-])s1)c1ccco1
→ -4.8 | 3 | 38 | -7 | 104 | 1.5 | -19 | 39 | -2.9 | 2.8 | 24
- COC(=O)c1cccc(NC(=O)c2onc3c2CCCC3)c1
→ -0.8 | 7 | 4 | 20 | 122 | 1.9 | 6 | -7 | -1.6 | 2.6 | 4
- CN(C)S(=O)(=O)N(CC(=O)Nc1cccc(F)c1)c1ccccc1
→ -1.5 | -9 | -12 | -10 | 97 | 3.3 | -7 | -12 | -1.5 | 1.7 | 8
- Cc1[nH]n(-c2ccc(C(=O)O)cc2)c(=O)c1CCO
→ . | . | -36 | -1 | 100 | . | 6 | . | . | 5.1 | .
- O=C(NCC(c1cccs1)N1CCOCC1)c1cc(-c2ccc(F)cc2)nc2ccccc12 (stereo unspecified)
→ -0.9 | 1 | 32 | 10 | 108 | 0.1 | -6 | . | -1.9 | 0.9 | 5
